# 697 NFkB inh – inhibitors of PMA/ionomycin-induced NF-kB reporter, 697 cells, primary screen, B-cell NF-kB inhibitor project, cell-based, luminescence, uHTS. inhibition, % at 4 µM. 697 B-cell NF-kB luciferase reporter, 16 h. 330,000 tested, 0.33% active; in the data active = inhibition above about 35%
# Mdm2-MdmX inh – inhibitors of human Mdm2-MdmX association, primary screen, cell-based, luminescence, split luciferase, SaOS-2, uHTS | Protein Mdm4 (Homo sapiens) + E3 ubiquitin-protein ligase Mdm2 (Homo sapiens), … | SaOS-2 split-luciferase Mdm2/MdmX complementation | inhibition, % at 8 µM | 330,000 tested, 3% active | AID 485346, 2010;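 active = inhibition of at least 50% at 8 µM in the primary screen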
# Target sequence (O15151 whole entry, looked up): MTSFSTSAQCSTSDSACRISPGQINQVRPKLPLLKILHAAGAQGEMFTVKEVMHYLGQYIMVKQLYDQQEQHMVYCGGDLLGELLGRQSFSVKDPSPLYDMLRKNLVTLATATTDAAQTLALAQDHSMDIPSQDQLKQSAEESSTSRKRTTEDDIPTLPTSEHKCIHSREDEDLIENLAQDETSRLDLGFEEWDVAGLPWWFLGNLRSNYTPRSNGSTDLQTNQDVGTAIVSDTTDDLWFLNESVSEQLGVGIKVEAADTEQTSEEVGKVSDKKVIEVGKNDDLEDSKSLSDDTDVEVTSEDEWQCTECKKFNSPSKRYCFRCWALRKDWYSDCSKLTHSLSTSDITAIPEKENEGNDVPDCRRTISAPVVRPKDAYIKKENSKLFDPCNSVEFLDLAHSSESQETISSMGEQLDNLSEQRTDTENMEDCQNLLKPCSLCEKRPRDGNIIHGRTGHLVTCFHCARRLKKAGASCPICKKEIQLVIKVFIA
# Target sequence (Q00987 whole entry, looked up): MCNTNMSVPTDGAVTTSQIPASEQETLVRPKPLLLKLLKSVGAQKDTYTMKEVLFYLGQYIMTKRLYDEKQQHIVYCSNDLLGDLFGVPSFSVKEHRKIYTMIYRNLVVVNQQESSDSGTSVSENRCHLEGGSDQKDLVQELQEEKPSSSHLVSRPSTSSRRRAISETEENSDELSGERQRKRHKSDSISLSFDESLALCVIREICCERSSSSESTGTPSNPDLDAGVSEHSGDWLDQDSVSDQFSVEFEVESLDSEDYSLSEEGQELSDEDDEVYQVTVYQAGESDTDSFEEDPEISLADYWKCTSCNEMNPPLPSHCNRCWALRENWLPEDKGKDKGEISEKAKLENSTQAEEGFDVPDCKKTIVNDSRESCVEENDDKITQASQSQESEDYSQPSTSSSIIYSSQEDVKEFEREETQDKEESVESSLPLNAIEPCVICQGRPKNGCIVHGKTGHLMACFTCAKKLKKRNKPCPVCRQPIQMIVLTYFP
# tim23-1 inh – growth inhibitors of tim23-1 mutant yeast, primary screen, luminescence, uHTS; inhibition, % at 20 µM; S. cerevisiae tim23-1 growth, BacTiter-Glo luminescence, 24 h; AID 463212, 2010; 330,000 tested, 1.3% active;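 active = growth inhibition of the mutant yeast at or above 50%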;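 also: temperature-sensitive mutant grown at 25 °C; plate controls were DMSO-treated mutant yeast for no effect and medium wells lacking yeast for full effect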
# UPR CHOP act – activators of apoptotic CHOP UPR arm, primary screen, cell-based, CHO-CHOP luciferase reporter, luminescence, uHTS | UPR activation; percent of tunicamycin response over DMSO baseline | activation, % at 10 µM | 330,000 tested, 0.34% active | AID 449763, 2010;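 active = at 10 µM dose, activation of 40% or more, normalized to positive control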;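 also: 100% = tunicamycin at 10 µg/mL and 0% = DMSO alone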
#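 System: CHO-CHOP luciferase reporter cell line | Buffer or medium: F12 medium containing 10% fetal bovine serum | Doses: One dose, 10 µM in 0.5% DMSO | Times: 6 h compound exposure at 37 °C after overnight seeding | Signal: Luciferase luminescence | Read-out: % activation vs tunicamycin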
# tim10-1 inh – growth inhibitors of tim10-1 mutant yeast, primary screen, luminescence, uHTS; S. cerevisiae tim10-1 ts strain growth, BacTiter-Glo, 24 h; inhibition, % at 20 µM; 330,000 tested, 2.2% active;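 active = inhibition of at least 40%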;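 also: mutant grown at 25 °C; 0% = DMSO wells with yeast and 100% = wells holding no yeast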
# Jurkat NFkB inh – inhibitors of induced NF-kB luciferase reporter, primary screen, TCR NF-kB activation inhibitor project, cell-based, luminescence, uHTS. Jurkat, PMA/ionomycin-induced NF-kB luciferase reporter. inhibition, % at 4 µM. 330,000 tested, 0.53% active; in the data active = inhibition above about 50%
# TIM10 inh – growth inhibitors of isogenic TIM10 control yeast, primary screen, counter-screen for tim10-1 yeast inhibitor project, luminescence, uHTS; 330,000 tested, 1.4% active; S. cerevisiae TIM10 strain growth, BacTiter-Glo luminescence, 24 h; inhibition, % at 10 µM;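 active = inhibition of 40% or more at the single tested concentration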;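 also: wild-type TIM10 isogenic control strain grown at permissive 25 °C; 0% = DMSO yeast wells and 100% = minimal medium wells without yeast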
# XBP1 UPR activ – activators of adaptive XBP1 UPR arm, primary screen, cell-based, CHO-XBP1 luciferase reporter, luminescence, uHTS. 330,000 tested, 0.33% active. AID 463104, 2010. IRE1-XBP1 UPR activation; percent of tunicamycin response, DMSO as zero. activation, % at 20 µM;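 active = versus positive control, 20 µM dose yields 30% or more activation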;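 also: 100% = tunicamycin at 10 µg/mL and 0% = DMSO only wells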
#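 Assay system: CHO-XBP1 luciferase reporter cells; Schedule: 6 h treatment, 37 °C; Detection: glow luminescence from Steady-Glo reagent; Benchmarks: high control tunicamycin 10 µg/mL final, low control DMSO vehicle only.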
# An asterisk follows results filed as active.
1: CCOC(=O)C1=C(C)NC(C)=C(C(=O)OCC)C1C(=O)OCC(=O)NCc1ccco1
2: CCOC(=O)c1ccc(N2C(=O)CC(C(=O)OC)=C2C)cc1
3: O=C(NN1C(=O)c2ccccc2NC1c1ccco1)c1ccc([N+](=O)[O-])cc1 (stereo not drawn)
4: COc1ccc(CC(=O)OCc2cc3ccccc3[nH]c2=O)cc1
5: CC(C)(C)NS(=O)(=O)c1ccc(NC(=O)NC2CCCCC2)cc1

Compound	1	2	3	4	5
697 NFkB inh	10	-35	9	16	-11
Mdm2-MdmX inh	-25	6	-26	-1	-24
tim23-1 inh	9	11	16	-2	4
UPR CHOP act	0.7	-0.8	1.2	-2.3	0.5
tim10-1 inh	5	54*	25	-7	14
Jurkat NFkB inh	-5	-9	11	7	-10
TIM10 inh	2	-6	17	9	2
XBP1 UPR activ	-3	-2	-3	-4	2

6: CC1CCC(C(C)C)C(=O)/C1=C\c1ccc(NC(=O)CCC(=O)O)cc1 (stereo not drawn)
7: CS(=O)(=O)Nc1nc2ccccc2[nH]1
8: CCc1ccc(NC(=O)c2ccc(NC3=NC4CS(=O)(=O)CC4S3)cc2)cc1 (stereo not drawn)
9: Cc1c(OCC(=O)NC2CC(C)(C)NC(C)(C)C2)ccc2c3c(c(=O)oc12)CCC3
10: CCCn1c(CNS(=O)(=O)c2ccc(C)cc2)nc2ccccc21

Compound	6	7	8	9	10
697 NFkB inh	-6	-11	-4	-13	-14
Mdm2-MdmX inh	-6	6	21	8	8
tim23-1 inh	-2	22	14	9	23
UPR CHOP act	-0.8	1.7	2.4	0.5	0.9
tim10-1 inh	7	22	22	2	8
Jurkat NFkB inh	3	6	-16	-21	1
TIM10 inh	5	3	7	5	-4
XBP1 UPR activ	-1	-3	-2	-4	-1

11: Cc1cc(C)n(Cc2ccc(C(=O)NCc3ccco3)o2)n1
12: CCc1ccc(N(CC(=O)Nc2sc3c(c2C(=O)OC)CCCC3)S(C)(=O)=O)cc1
13: COc1cccc(-c2c(C(=O)N/N=C/c3ccncc3)nnn2-c2nonc2N)c1
14: COc1ccccc1-c1nnc2sc(COc3ccccc3)nn12
15: CCCCOc1ccc(C2C(=O)N(C3CCCCC3)CC(=O)N2CC2CCCO2)cc1 (stereo not drawn)

Compound	11	12	13	14	15
697 NFkB inh	3	-2	12	0	8
Mdm2-MdmX inh	9	18	-4	29	-8
tim23-1 inh	25	20	-1	13	25
UPR CHOP act	-1.3	2.6	-0.8	-1.1	-0.9
tim10-1 inh	15	1	12	21	15
Jurkat NFkB inh	2	-2	8	4	17
TIM10 inh	-1	14	-3	5	30
XBP1 UPR activ	-1	2	-4	0	-3

16: C=CCc1c(C)nc2cc(-c3ccccc3)[nH]n2c1=O
17: CC1CCN(S(=O)(=O)c2ccc(NC(=S)NC(=O)c3ccc(Cl)cc3)cc2)CC1
18: CCCCC(CC(O)COCC(C)C)C(=O)NN (stereo not drawn)
19: COCCCn1c(=N)c(C(=O)NCC2CCCO2)cc2c(=O)n3cccc(C)c3nc21 (stereo not drawn)
20: CCC(NC(=O)CCc1nnc(-c2cc(C)on2)o1)C12CC3CC(CC(C3)C1)C2 (stereo not drawn)

Compound	16	17	18	19	20
697 NFkB inh	-126	-11	19	6	-18
Mdm2-MdmX inh	-93	54*	20	18	8
tim23-1 inh	1	8	4	5	37
UPR CHOP act	0.7	4.0	0.7	0.7	3.2
tim10-1 inh	-1	5	14	6	32
Jurkat NFkB inh	-85	13	5	-10	-16
TIM10 inh	1	-4	-4	-2	28
XBP1 UPR activ	-7	2	-2	1	1

21: O=c1c2ccccc2ncn1Cc1ccco1
22: O=C(COC(=O)c1ccc(Cl)c(S(=O)(=O)N2CCCC2)c1)NC1CCCCC1
23: COc1ccccc1NC(=O)Cn1cc(C(=O)C(=O)N2CCOCC2)c2ccccc21
24: CC1CCN(C(=O)CCNS(=O)(=O)c2ccc3c(c2)c(=O)n(C)c(=O)n3C)CC1
25: CCc1nnc(NC(=O)c2cc(-c3ccco3)nc3ccccc23)s1

Compound	21	22	23	24	25
697 NFkB inh	0	19	9	-9	19
Mdm2-MdmX inh	18	-45	17	5	18
tim23-1 inh	7	22	1	0	5
UPR CHOP act	1.9	-1.3	-0.5	-2.6	-0.7
tim10-1 inh	7	21	-12	3	16
Jurkat NFkB inh	-3	16	1	-1	6
TIM10 inh	-2	5	10	-1	12
XBP1 UPR activ	0	-2	-5	-8	-2

26: COC(C(=O)Nc1ccc(F)cc1F)c1ccccc1 (stereo not drawn)
27: CN(C(=O)COC(=O)CSc1ccc(C(N)=O)cc1[N+](=O)[O-])C1CCCCC1
28: COc1ccc(-n2nc(N)c3c(=O)oc(N(C)C)nc32)cc1
29: Cc1ccc(Sc2ncnc3onc(C)c23)cc1
30: COc1cccc2c1OC1(C)CC2N(C(=O)c2ccco2)C(=S)N1c1ccc(F)cc1 (stereo not drawn)

Compound	26	27	28	29	30
697 NFkB inh	14	9	19	22	-13
Mdm2-MdmX inh	0	-2	8	-12	65*
tim23-1 inh	15	1	23	32	31
UPR CHOP act	1.2	0.6	0.4	7.5	-1.1
tim10-1 inh	8	4	33	41*	28
Jurkat NFkB inh	4	11	7	2	14
TIM10 inh	-3	4	17	6	26
XBP1 UPR activ	1	0	-4	3	-3

31: COc1cccc(C2NC(=S)NC3=C2CCc2ccccc23)c1 (stereo not drawn)
32: COc1ccc(-c2nnn(CC(=O)N(CCCO)C(C(=O)NC3CCCC3)c3ccc(F)cc3)n2)cc1 (stereo not drawn)
33: NS(=O)(=O)c1ccc(N/N=C/c2ccccn2)c([N+](=O)[O-])c1
34: Cc1cccc(C)c1OCc1cc(C(=O)N2CCC(c3ccncc3)CC2)no1
35: COc1cc(OC)cc(-c2c(-c3cccs3)c3cc(-c4ccc(OC)cc4F)ccc3n2C)c1

Compound	31	32	33	34	35
697 NFkB inh	5	3	-16	-135	2
Mdm2-MdmX inh	4	9	9	-27	7
tim23-1 inh	-8	7	0	17	10
UPR CHOP act	1.8	1.8	-1.1	5.2	1.5
tim10-1 inh	-2	11	-14	35	10
Jurkat NFkB inh	11	-7	-11	-28	-22
TIM10 inh	4	9	-9	20	7
XBP1 UPR activ	-2	1	5	-8	-4

# Copied from above: nos. 30–35
30: COc1cccc2c1OC1(C)CC2N(C(=O)c2ccco2)C(=S)N1c1ccc(F)cc1 (stereo not drawn)
31: COc1cccc(C2NC(=S)NC3=C2CCc2ccccc23)c1 (stereo not drawn)
32: COc1ccc(-c2nnn(CC(=O)N(CCCO)C(C(=O)NC3CCCC3)c3ccc(F)cc3)n2)cc1 (stereo not drawn)
33: NS(=O)(=O)c1ccc(N/N=C/c2ccccn2)c([N+](=O)[O-])c1
34: Cc1cccc(C)c1OCc1cc(C(=O)N2CCC(c3ccncc3)CC2)no1
35: COc1cc(OC)cc(-c2c(-c3cccs3)c3cc(-c4ccc(OC)cc4F)ccc3n2C)c1

Compound	30	31	32	33	34	35
697 NFkB inh	-13	5	3	-16	-135	2
Mdm2-MdmX inh	65*	4	9	9	-27	7
tim23-1 inh	31	-8	7	0	17	10
UPR CHOP act	-1.1	1.8	1.8	-1.1	5.2	1.5
tim10-1 inh	28	-2	11	-14	35	10
Jurkat NFkB inh	14	11	-7	-11	-28	-22
TIM10 inh	26	4	9	-9	20	7
XBP1 UPR activ	-3	-2	1	5	-8	-4

# More entries.
36: O=C(COC(=O)/C=C/c1cccs1)Nc1cccc(S(=O)(=O)N2CCOCC2)c1
37: COc1cccc(CNC(=O)CCNS(=O)(=O)c2cccc3nonc23)c1
38: COc1ccc(CNC(=O)CCOc2ccc(C(C)(C)C)cc2)cc1
39: Cc1nc(-n2nnc3cc(C)c(C)cc32)c2c3c(sc2n1)CCCC3
40: CCc1cccc(OCC(=O)Nc2ccc(S(=O)(=O)Nc3onc(C)c3C)cc2)c1

Compound	36	37	38	39	40
697 NFkB inh	4	15	9	9	-7
Mdm2-MdmX inh	-16	-23	3	15	26
tim23-1 inh	12	2	13	17	-10
UPR CHOP act	-1.1	1.3	0.1	0.7	-3.2
tim10-1 inh	4	-10	-6	25	6
Jurkat NFkB inh	2	23	-6	13	6
TIM10 inh	3	10	-2	22	7
XBP1 UPR activ	-3	-1	-1	1	0

41: COc1cccc(C(=O)NC(=S)Nc2ccc(N(C)C)cc2)c1
42: Cc1ccccc1NC(=O)c1ccc2c(c1)N(C)CCS2
43: O=S(c1ccc2ccccc2c1)c1cnns1 (stereo not drawn)
44: COc1ccc(-n2nc([N+](=O)[O-])c(=NCCC3=CCCCC3)n2O)cc1
45: COc1ccc(CNc2oc(COc3ccccc3)nc2C#N)cc1

Compound	41	42	43	44	45
697 NFkB inh	-21	-38	-106	-10	-7
Mdm2-MdmX inh	-43	-32	57*	-59	17
tim23-1 inh	32	17	27	41	12
UPR CHOP act	4.4	5.3	-9.2	4.7	4.6
tim10-1 inh	16	19	26	37	29
Jurkat NFkB inh	-72	-51	36	-20	-5
TIM10 inh	8	3	11	39	-1
XBP1 UPR activ	-2	0	-11	1	2

46: CCc1ccc(NC2=CC(=O)CC(c3ccco3)C2)cc1 (stereo not drawn)
47: O=C(NN=C1CCCC1)c1[nH]c2ccc(Br)cc2c1-c1ccccc1
48: NS(=O)(=O)c1ccc(CCNC(=O)CSCC(=O)Nc2ccc(Cl)cc2)cc1
49: Cc1cccc(N2CC(C(=O)Nc3ccc(N4CCOCC4)cc3)CC2=O)c1C (stereo not drawn)
50: O=C(CCN1CCOCC1)NCC1COc2ccccc2O1 (stereo not drawn)

Compound	46	47	48	49	50
697 NFkB inh	-24	31	19	16	-46
Mdm2-MdmX inh	16	27	12	-16	-59
tim23-1 inh	37	25	-6	1	-47
UPR CHOP act	0.8	0.3	-1.4	0.3	1.8
tim10-1 inh	42*	22	-7	-4	8
Jurkat NFkB inh	-25	2	8	2	-9
TIM10 inh	41*	9	-4	4	1
XBP1 UPR activ	3	-1	0	-2	-2

51: CC1(C)Oc2ccc3ccc(=O)oc3c2C[C@H]1O[C@@H]1O[C@H](CO)[C@@H](O)[C@H](O)[C@H]1O
52: CC(C)(C)NC(=O)NCc1cccnc1
53: S=C(Nc1ccc(Oc2ccc(NC(=S)NC3CCCCC3)cc2)cc1)NC1CCCCC1
54: C/C(=N\NS(=O)(=O)c1ccccc1)c1cccc(NC(=O)c2cccc(Cl)c2)c1
55: O=C(NCCOc1ccccc1)C(c1ccccc1)c1ccccc1

Compound	51	52	53	54	55
697 NFkB inh	6	-12	-10	-2	6
Mdm2-MdmX inh	-29	5	22	3	10
tim23-1 inh	9	6	21	4	9
UPR CHOP act	0.8	-0.8	1.3	-0.9	0.9
tim10-1 inh	-12	-13	12	-7	12
Jurkat NFkB inh	-6	-6	11	-12	-17
TIM10 inh	-3	-8	16	1	27
XBP1 UPR activ	-1	-2	-2	-5	-3

56: Cn1c(=N)n(CC(=O)O)c2ccccc21
57: Cc1ccc(C)c(C(=O)CCC(=O)O)c1
58: COCCNC(=O)CN1C(=O)NC2(CCOc3ccccc32)C1=O (stereo not drawn)
59: O=C(COC(=O)c1ccccc1N1C(=O)C2C3CCC(C3)C2C1=O)c1ccccc1 (stereo not drawn)
60: CCC(C)(C)C1CCC2(CC1)NC(=O)N(CC(=O)NCCc1ccc(OC)c(OC)c1)C2=O (stereo not drawn)

Compound	56	57	58	59	60
697 NFkB inh	1	-8	-5	5	-6
Mdm2-MdmX inh	11	13	22	-21	24
tim23-1 inh	6	1	-1	25	8
UPR CHOP act	0.5	-2.7	-1.1	-1.6	-1.1
tim10-1 inh	4	13	-15	24	1
Jurkat NFkB inh	13	-6	-8	3	5
TIM10 inh	2	-11	-5	32	16
XBP1 UPR activ	-5	-2	-1	-5	1
